HT1080NT lethal: kills 2HG-producing HT-1080-NT fibrosarcoma cells; HT-1080-NT fibrosarcoma viability, CellTiter-Glo ATP luminescence, 48 h; Potency, µM (highest dose often 46.1 µM), for the others: at the highest dose activity, negative = less viability, usual class: cytotoxic; actives 1.6% (n = 360,000); AID 686970;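 also: NT is the 2HG producing partner of a matched IDH1 knockdown line; 0% = DMSO-treated cells and -100% = media-only wells without cells; nearly all actives have a fitted effect of over 55% in size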
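Toxicity toward the 2HG-producing NT line was scored as %Activity, normalised to DMSO and no-cell wells, from CellTiter-Glo luminescence after 48 hours' treatment.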
GLP1R ag: agonists of human GLP-1 receptor; HEK293 GLP-1R CRE-luciferase, luminescence, 4-6 h; cells express a hypersensitive GLP-1R form; actives 0.007% (n = 380,000); Potency, µM (top dose mostly 45.6 µM), inactives show top-dose activation, hits mostly activators; AID 624172; also: % of control where 0% means no effect
Target sequence (P43220 whole entry, looked up): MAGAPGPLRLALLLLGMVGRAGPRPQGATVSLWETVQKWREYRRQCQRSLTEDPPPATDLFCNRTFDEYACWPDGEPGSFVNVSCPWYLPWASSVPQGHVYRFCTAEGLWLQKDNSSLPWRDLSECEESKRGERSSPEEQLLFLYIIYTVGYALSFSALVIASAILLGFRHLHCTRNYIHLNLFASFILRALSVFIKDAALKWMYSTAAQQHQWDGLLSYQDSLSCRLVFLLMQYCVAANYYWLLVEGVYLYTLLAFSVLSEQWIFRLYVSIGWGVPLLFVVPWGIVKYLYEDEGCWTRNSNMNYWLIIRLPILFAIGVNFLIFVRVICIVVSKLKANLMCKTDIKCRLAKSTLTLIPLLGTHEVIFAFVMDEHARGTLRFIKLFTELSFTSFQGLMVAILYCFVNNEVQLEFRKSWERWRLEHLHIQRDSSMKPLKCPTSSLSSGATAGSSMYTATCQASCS
GLP1R inv ag: inverse agonists of human GLP-1 receptor; Potency, µM (doses to about 38.3 µM), for the others: at the highest dose activity change, negative = inhibition, actives largely listed as inhibitors; HEK293 GLP-1R CRE-luciferase, luminescence, 24 h; GLP-1R form is constitutively active; actives 1.6% (n = 410,000); AID 624417; P43220; also: % is scaled to controls: 0 for no effect and ±100 for the full control effect; nearly all actives have a fitted effect of over 55% in size
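HEK293 cells stably co-expressing constitutively active GLP-1R and a cAMP-responsive luciferase reporter were seeded in DMEM with 10% Nu serum, given compounds after 12 h, and incubated 24 h at 37 deg C. Luminescence was then read.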
TDP-43 yeast inh: TDP-43 toxicity inhibition in yeast; TDP-43 expressing yeast growth rescue, BacTiter-Glo, 24 h; Potency, µM (titrated, usually from 46.1 µM), without a hit: top-dose growth rescue (activation), actives largely listed as activators; actives 1.8% (n = 410,000); also: % of control where 0% means no effect; nearly all actives have a fitted effect of over 50% in size
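In this qHTS, compounds that restore growth of yeast expressing TDP-43 appear as activators. Cells (OD600=0.02, galactose medium, raffinose-pregrown) are incubated with compound 24 hr at 30 deg C and growth is quantified by BacTiter-Glo.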
HT1080 IDH1KD tx: HT-1080 IDH1 knockdown cell toxicity (counter line); HT-1080 IDH1 knockdown viability, ATP luminescence, 48 h; Potency, µM (series often up to 46.1 µM), for the others: at the top dose activity, negative = toxicity, actives largely listed as cytotoxic; actives 2% (n = 360,000);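 also: 0% = DMSO wells and -100% = cell-free medium wells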
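Viability of IDH1-knockdown HT-1080 fibrosarcoma cells was assessed by CellTiter-Glo after 48 h at 37 °C with titrated compound; concentration-effect curves were classified by fit quality and response size.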
SW480 rerep: induces DNA re-replication in SW480 colon adenocarcinoma cells; SW480 DNA re-replication, Hoechst DNA content imaging, 48 h; actives 1.8% (n = 340,000); AID 624297; Potency, µM (highest dose often 46.1 µM), for the others: at the highest dose re-replication activation, actives largely listed as activators; also: % of control where 0% means no effect; nearly all actives have a fitted effect of over 55% in size
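Treated cells incubate 48 hr (37 C, 5% CO2), are stained 40 min with Hoechst, and nuclear fluorescence is enumerated; a rise in nuclei with high DNA signal marks re-replication.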
KB-3-1 tox: kills parental KB-3-1 adenocarcinoma cells; KB-3-1 viability, CellTiter-Glo ATP luminescence, 72 h; Potency, µM (series often up to 46.1 µM), without a hit: at the highest dose activity change, negative = cytotoxic, hits mostly cytotoxic; actives 1.4% (n = 400,000); also: % is scaled to controls: 0 for no effect and ±100 for the full control effect; nearly all actives have a fitted effect of over 60% in size
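KB-3-1 parental drug-naive adenocarcinoma cells in DMEM/10% FBS, incubated 72 h at 37 C with pin-transferred compounds across a concentration series. Viability by CellTiter-Glo luminescence; concentration-response curves fitted after normalization.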
GLP1R cytotox: cytotoxicity in counter-screen for GLP-1R inverse agonists | HEK293 cAMP-luciferase reporter cells, luminescence, 24 h | Potency, µM (highest dose often 38.3 µM), for inactives: at the highest dose activity change, negative = inhibition, most hits filed as inhibitors | actives 0.13% (n = 410,000);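 also: loss of luciferase light is scored as toxicity; % is scaled to controls: 0 for no effect and ±100 for the full control effect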
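Luminescence readout: signal drop marks cytotoxicity. Plated cells grew 12 h at 37 °C, 5% CO2, received 23 nL compound for 24 h, then got luciferase reagent, read after 12 min at RT.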
KB-V1 MDR tox: KB-V1 MDR subline cytotoxicity; KB-V1 MDR cells viability, CellTiter-Glo, 72 h; Potency, µM (titrated, usually from 46.1 µM), without a hit: at the highest dose activity change, negative = cytotoxicity, hits mostly cytotoxic; actives 3.4% (n = 400,000); AID 1347076; also: % is scaled to controls: 0 for no effect and ±100 for the full control effect; nearly all actives have a fitted effect of over 60% in size
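Drug-selected KB-V1 cells, grown in DMEM lacking phenol red with 10% FBS, receive compound titrations; after three days at 37 degrees C, surviving cell ATP is quantified by CellTiter-Glo luminescence and responses normalized and curve-fitted.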
Starred values were filed as active, the others as inactive; ? = inconclusive; . = not tested or not shown; & = joins results of further samples; [ ] = another dose, or the depositor's remark. Calls follow the shape of the dose curve; as a rule, active = well fitted curve in the direction sought with a large enough effect; inconclusive = small, poorly fitted or top-dose-only effect, or another doubt; inactive = no such curve, though single readings can be large; an effect the other way counts as inactive or inconclusive. Potency is read from the fitted curve at half-maximal effect.

Compound,HT1080NT lethal,GLP1R ag,GLP1R inv ag,TDP-43 yeast inh,HT1080 IDH1KD tx,SW480 rerep,KB-3-1 tox,GLP1R cytotox,KB-V1 MDR tox
CC(=O)c1ccc(Oc2ccc(C(=O)c3ccc(C)c(C)c3)cc2[N+](=O)[O-])cc1,9%,-1%,3%,8%,4%,-1%,?,-12%,?
C/C(CC(O)c1ccc2ccccc2n1)=N/O (stereo not given),11%,0%,7%,-15%,1%,-1%,-4%,-20%,-13%
CC(=O)c1cc2c(cc1NC(=O)Cc1c(C)noc1C)OCO2,4%,0%,24%,18%,12%,-5%,-2%,-2%,-2%
CCSc1nnc(NC(=O)C2CC2c2ccccc2)s1 (stereo not given),?,1%,6%,0%,?,?,0%,82%[activator],0%
O=C(On1c(-c2ccccc2)nc2ccccc2c1=O)c1ccco1,-25%,0%,?,13%,-15%,?,-18%,-5%,5%
COc1cc(OC)c(N(C)S(=O)(=O)c2cccc(C(=O)Nc3nnc(C4CC4)s3)c2)cc1Cl,5%,-6%,4%,11%,6%,-1%,6%,12%,9%
C/C=C/C(=O)OCC(=O)Nc1cc(OC)c([N+](=O)[O-])cc1C,6%,2%,30%[activator],7%[9.22 µM],11%,-3%,10%,1%,-4%
CC(C)(C)c1cc(CCC(=O)NCC2CCCO2)cc(C(C)(C)C)c1O (stereo not given),11%,-4%,-9%,-11%,9%,22%,9%,25%,0%
COc1cc2c(ccc3cc(OC)c(OC)c(O)c32)cc1O,?,-9%,-23%,?,?,?,-10%,-18%,?
CCCCn1c(C(C)NC(=O)CCC)nc2ccccc21 (stereo not given),1%,-3%,-3%,0%,5%,-7%,31%,-8%,-2%
CCOCCCNS(=O)(=O)c1ccccc1,0%[9.24 µM],4%,0%,-13%,-20%,-3%,-2%,-9%,11%
Cc1nn(CC(N)=O)c(=O)c2ccccc12,6%,-16%,11%,6%,0%,6%,-3%,1%,19%
COc1ccccc1C(=O)Nc1c(C(=O)N(CCN(C)C)Cc2ccco2)oc2ccccc12,-3%,22%&9%,?,8%&-1%,?,29%,-3%&3%,?,-6%&6%
CCOc1cc(/C=N/Nc2nncc(-c3ccccc3)n2)ccc1O,?,23%,7%,4%,-23%,?,-1%,2%,-23%
CC(C)Cn1cc(Cl)c(=O)n(CC(C)C)c1=O,2%,22%,9%,-3%,8%,-18%,0%,-1%,8%
Cc1cc(C(F)F)nn1CC(=O)NC1C(=O)N2C(C(=O)O)=C(CSc3nnnn3C)CSC12 (stereo not given),0%,0%,26%,-6%[1.82 µM],11%,-1%,25%,23%,?
CC1CCCN(CCC(=O)c2ccccc2)C1 (stereo not given),-1%,5%,-8%,-8%,13%,?,-1%,-9%,3%
O=C(CSc1nccc(=O)[nH]1)N1CCc2ccccc2C1,-1%,0%,13%,-21%,8%[9.24 µM],-2%,-3%,-9%,-4%
COc1cc(/C=C2/C(=N)N3N=C(C)SC3=NC2=O)ccc1OS(=O)(=O)c1ccc(C)cc1,-7%,-1%,-14%,-10%,-9%,?,0%,5%,0%
CS(=O)(=O)c1ccc(N)cc1,-1%,-3%,0%,14%,6%,-16%,-1%,-2%,-6%
CN(C)c1ccc(CNS(=O)(=O)c2ccc3c(c2)C(C)(C)C(=O)N3C)cc1,0%,9%,8%,4%,-3%,-1%,-2%,2%,-5%
COc1ccc(NC(=O)C2CCCN(c3nn4c(=O)cc(C)nc4s3)C2)cc1 (stereo not given),-5%,-3%,7%,17%,-3%,-9%,10%,-6%,1%
COc1cc(C(=O)NCCc2ncccc2C)ccc1OC1CCN(C(C)=O)CC1,8%,0%,19%,27%,8%,14%,-5%,-1%,?
O=C(Nc1ccc2c(c1)OCO2)c1n[nH]c(=O)c2ccccc12,-45%,0%,31%,0%,-26%,-14%,-8%,-5%,2%
CN(C(=O)Cn1nc(C(=O)O)c2ccccc2c1=O)C1(C#N)CCCCC1,2%[9.24 µM],-1%,4%,-17%,-1%,?,0%,2%,1%
O=C(CN1CCN(Cc2ccccc2)CC1)NCCNc1ccc([N+](=O)[O-])cn1,9%,5%,0%[0.307 µM],-4%,5%,2%,-1%,-1%[0.307 µM],-16%
Cc1cccc(/C=C(\C#N)c2nc3ccccc3c(=O)[nH]2)c1,.,.,10%,?,.,.,-2%,0%,0%
COc1ccc(Br)cc1/C=N/NC(=O)c1nc(-c2ccccc2)n2c1CCCCC2,-2%,-5%,?,-9%,-1%,-1%,-11%,-13%,-1%
O=C1NC[C@H](CCCCN2CCN(Cc3ccccc3)C(=O)C2=O)N(CCC2CCCCC2)C1=O,5%,3%,25%,17%,-5%,.,19%,1%,?
COc1cc(/C=N/NC(=O)Cc2c[nH]c3ccccc23)cc(OC)c1OC,-9%,0%,4%,15%,-5%,-9%,-1%,-7%,-2%
O=C1NC[C@@H](CCCCN2C[C@H](Cc3ccc(O)cc3)N(CCc3ccccc3)C(=O)C2=O)N(Cc2ccccc2)C1=O,21%,3%,21%,8%,25%,.,?,2%,0%
CC(C)NC(=O)N(C)C[C@H]1Oc2ccc(NC(=O)Nc3ccc(C(F)(F)F)cc3)cc2C(=O)N([C@H](C)CO)C[C@@H]1C,-5%,-3%,10%,-5%,-7%,-1%[9.22 µM],17%,0%,-6%
CCOc1ccc(-c2noc(CCC(N)=O)n2)cc1OCC,15%,8%,0%,0%,9%,-18%,10%,8%,-1%
COc1ccccc1CCc1nnc(CCC(=O)N(C)Cc2ccncc2C)o1,-3%,3%,-3%,1%,-5%,-2%,-3%,7%,-3%
C/C(=N/NC(=O)CNC(=O)c1cccnc1)c1ccc([N+](=O)[O-])cc1,17%,7%,-6%,-10%,10%,-13%,19%,-1%,8%
Cc1ccc(CSCCNS(=O)(=O)c2ccc(C)cc2)cc1,-2%,25%,?,4%,-11%,2%,3%,-11%,-5%
CCOc1ccc(C(=O)NCC(C)C)cc1,3%,-1%,18%,21%,6%,-7%,0%,16%,0%
O=C(COc1ccccc1[N+](=O)[O-])N/N=C/c1ccc(OC(=O)c2ccco2)cc1,-1%,12%,10%,12%,-1%,-6%,14%,-15%,2%
COc1ccccc1CNC(=O)COc1cccnc1[N+](=O)[O-],-10%,14%,13%,-4%,0%,1%,18%,-3%,-1%
COc1cc(OC)c(C(=O)Nc2ccc(S(=O)(=O)N3CCCCC3)cc2)cc1OC,-3%,1%,3%,?,-4%,3%,-3%,4%,-11%
CCCCN1C(=O)C(O)(c2c(C)[nH]c3ccccc23)c2ccccc21 (stereo not given),.,-8%,?,14%,.,.,13%,1%,0%
CN(C(=O)CSc1nc2ccccc2o1)C1CCCCC1,5%,14%,?,1%,4%,-48%[inhibitor],10%,-7%,-8%
Cc1ccc(NC(=O)N(C2=NCC(C)S2)c2ccccc2)cc1 (stereo not given),7%,-6%,85%[activator],24%,6%,-2%,19%,-5%,6%
O=C(c1ccccc1)N1CCN(c2ccc([N+](=O)[O-])c(NCc3ccco3)c2)CC1,-4%,14%,9%,?,-3%,-2%,-16%,4%,-10%
O=C(Nc1cc(C(F)(F)F)ccc1F)C1CCCC1,14%,5%,1%,-4%,6%,-4%,11%,-2%,-16%

A portion from further up, as a working copy:
Compound,HT1080NT lethal,GLP1R ag,GLP1R inv ag,TDP-43 yeast inh,HT1080 IDH1KD tx,SW480 rerep,KB-3-1 tox,GLP1R cytotox,KB-V1 MDR tox
O=C1NC[C@@H](CCCCN2C[C@H](Cc3ccc(O)cc3)N(CCc3ccccc3)C(=O)C2=O)N(Cc2ccccc2)C1=O,21%,3%,21%,8%,25%,.,?,2%,0%
CC(C)NC(=O)N(C)C[C@H]1Oc2ccc(NC(=O)Nc3ccc(C(F)(F)F)cc3)cc2C(=O)N([C@H](C)CO)C[C@@H]1C,-5%,-3%,10%,-5%,-7%,-1%[9.22 µM],17%,0%,-6%

More compounds.
Compound,HT1080NT lethal,GLP1R ag,GLP1R inv ag,TDP-43 yeast inh,HT1080 IDH1KD tx,SW480 rerep,KB-3-1 tox,GLP1R cytotox,KB-V1 MDR tox
Cc1cc(Br)ccc1OCCn1ccnc1,-2%,9%,-8%,-19%,1%,2%,-6%,6%,16µM*
CCOC(=O)c1sc2cccc(Cl)c2c1N,10%,0%,-1%,-3%,13%,-5%,-25%,3%,2%
CC(C)n1nnnc1SCC(=O)NC1CCCC1,9%,7%,3%,-7%,19%,-11%,5%,13%,1%
COc1ccc2c(OC)cc(-c3ccccc3)nc2c1,-17%,0%,?,7%,-10%,-5%,-16%,6%,-6%
Cc1nc2nc(SCc3ccccc3)nn2c(C)c1C,1%,11%,20%,?,5%,-1%,7%,-3%,-8%
CCN(CC)C(=O)[C@H]1CC(CC(=O)NCCc2ccccn2)C(=O)N2CCc3c([nH]c4ccc(OC)cc34)[C@]12C (stereo not given in full),0%,-2%,4%,-3%,0%,2%,0%,9%,-4%
CN(C)c1cccc(NC(=O)NC2(C)CCS(=O)(=O)C2)c1 (stereo not given),19%,14%,-22%,5%,8%,-6%,5%,-14%,14%
COc1cc2c(cc1OC)CN(CC(=O)Nc1cccc(C(F)(F)F)c1)CC2,-1%,0%,22%,-14%,1%,-1%,9%,2%,15%
COc1ccc(NC(=O)c2nnn(-c3ccc(C(C)C)cc3)c2C)c(OC)c1,.,.,8%,11%,.,.,-2%,15%,26%
COc1cccc(CNC(=O)c2ccc(Cn3c(SCc4ccccc4)nc4cccnc43)cc2)c1,.,.,?,-14%,.,.,-25%,-2%,-12%
CCOc1ccc2nc(N3CCCC(C(=O)NCCCN4CC(C)CC(C)C4)C3)sc2c1 (stereo not given),16µM*,13%,?,11%,?,?,?,?,1%
COc1ccccc1Oc1coc2cc(OCC(N)=O)ccc2c1=O,9%,-1%,17%,10%,-1%,-10%,12%,3%,1%

Assay outcomes from PubChem BioAssay.
